FBW7 act – human FBW7 E3 ligase activation, primary screen | Q969H0 | AlphaScreen FBW7–phospho-cyclin E peptide binding, activator screen | normalized activity (activation), % at 26.1 µM | 0.13% of 650,000 active | AID 1259310; in the data active = normalized activity above about 1.9%;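 also: purified mutant Fbw7 with reduced substrate affinity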
TEAD-YAP block – TEAD-YAP interaction inhibition. 1.4% of 640,000 active. inhibition, % at 9.12 µM. HEK-TIYL cells, TEAD-Gal4/YAP UAS-luciferase luminescence. AID 1259422; in the data active = inhibition above about 32%;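 also: 0% = median of test compound wells and 100% = reference inhibitor wells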
MITF primary – blocks human microphthalmia-associated transcription factor; O75030; AlphaScreen MITF homodimerization, bead proximity signal; inhibition, % at 2.6 µM; AID 1259374; 0.91% of 650,000 active; in the data active = inhibition above about 50%;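 also: 0% = vehicle wells with protein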
Target sequence (O75030 whole entry, looked up): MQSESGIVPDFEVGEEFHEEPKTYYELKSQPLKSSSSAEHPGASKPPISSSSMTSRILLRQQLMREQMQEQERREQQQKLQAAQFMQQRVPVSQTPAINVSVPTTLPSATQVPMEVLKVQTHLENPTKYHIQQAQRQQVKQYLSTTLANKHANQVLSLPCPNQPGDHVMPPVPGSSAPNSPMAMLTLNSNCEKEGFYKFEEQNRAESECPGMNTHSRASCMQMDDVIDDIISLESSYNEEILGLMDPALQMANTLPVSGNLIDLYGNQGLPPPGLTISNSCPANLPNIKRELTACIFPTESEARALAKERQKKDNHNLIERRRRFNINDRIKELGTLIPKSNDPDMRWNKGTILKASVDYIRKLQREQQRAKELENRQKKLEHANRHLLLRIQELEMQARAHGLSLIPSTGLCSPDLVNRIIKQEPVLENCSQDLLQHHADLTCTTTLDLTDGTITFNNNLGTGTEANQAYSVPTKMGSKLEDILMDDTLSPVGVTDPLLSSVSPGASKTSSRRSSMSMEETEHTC
GPR151 activ – activates the human receptor GPR151; activation, % at 11.2 µM; Q8TDV0; 1% of 650,000 active; PathHunter beta-arrestin GPR151 cells, luminescence; AID 1508602; in the data active = activation above about 4.9%;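 also: 0% = median of compound wells and 100% = cells with positive control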
Target sequence (Q8TDV0 whole entry, looked up): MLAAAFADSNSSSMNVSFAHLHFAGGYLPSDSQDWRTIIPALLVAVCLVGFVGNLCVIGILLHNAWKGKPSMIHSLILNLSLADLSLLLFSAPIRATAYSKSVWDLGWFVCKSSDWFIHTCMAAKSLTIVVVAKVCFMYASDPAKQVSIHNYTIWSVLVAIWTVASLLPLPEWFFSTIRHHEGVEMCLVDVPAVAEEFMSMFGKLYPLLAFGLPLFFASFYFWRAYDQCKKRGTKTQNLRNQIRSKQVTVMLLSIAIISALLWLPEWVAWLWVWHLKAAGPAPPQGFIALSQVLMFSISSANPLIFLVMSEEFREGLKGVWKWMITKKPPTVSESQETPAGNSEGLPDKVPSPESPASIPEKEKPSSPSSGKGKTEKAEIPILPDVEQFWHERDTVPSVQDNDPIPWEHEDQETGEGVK
Starred values were filed as active, the others as inactive.

The line under a structure holds: FBW7 act, TEAD-YAP block, MITF primary, GPR151 activ
> Cc1ccccc1-n1c(SCc2c(F)cccc2F)nc2[nH]ncc2c1=O
    -0.1, -24, 2, 0.0
> CN1/C(=C/C(=O)C2CCC2)C(C)(C)c2ccccc21
    -0.2, -3, 7, 0.1
> CCOC(=O)c1c(NC(=O)CSc2nnc(CNC(=O)COc3ccccc3)n2Cc2ccccc2)sc2c1CCC2
    0.0, 3, -1, 0.2
> CCOC(=O)c1c(NC(=O)CSc2nnc(CNC(=O)Cc3ccccc3)n2-c2ccc(F)cc2)sc2c1CCCC2
    -0.1, -4, 7, 1.1
> N=c1oc2ccc(Br)cc2cc1C(=O)Nc1ccccc1Cl
    -0.2, -3, 9, 1.4
> CC(C)Oc1ccc(Br)cc1C=C1C(=O)OC(C)(C)OC1=O
    0.3, 3, 11, -0.1
> C=CCNC(=O)/C(=C/c1ccco1)NC(=O)c1cccc(Br)c1
    0.2, 7, 11, 1.7
> O=C1CSC(c2ccc(Cl)cc2)N1c1ccc(F)c(Cl)c1 (stereo not given)
    0.1, -15, 7, -0.8
> CS(=O)(=O)N(CC(=O)NC1CC1)c1cccc(F)c1
    0.0, 6, -8, 1.1
> O=C(CC1CC1)N1CCC2(CC1)OCc1cc(Cl)ccc1O2
    -0.1, 3, -16, 0.9
> Cc1ccc(C2CC(C(F)(F)F)n3ncc(C(=O)Nc4ccc(C)c(Cl)c4)c3N2)cc1 (stereo not given)
    -0.1, -2, -5, 2.6
> COc1cccc(C(=O)Nc2nn3c(-c4ccccc4C)nnc3s2)c1
    -0.1, 7, -5, 0.1
> CCCOc1ccc(C(=O)Nc2ccc(O)cc2C(=O)O)cc1
    0.0, 1, 32, -2.2
> COc1ccc(C(=O)NNC(=S)NC(=O)c2ccco2)cc1
    -0.5, -15, 5, -0.6
> CC(C)(C)C1CCc2c(sc(NC(=O)c3ccc(F)cc3)c2C(=O)N2CCCCC2)C1 (stereo not given)
    0.5, -3, 9, -0.2
> COc1ccccc1CNC(=O)CSc1ccc(C(=O)Nc2ccc(Cl)cc2F)cc1[N+](=O)[O-]
    0.1, -3, -4, -0.1
> O=C(Nc1ccc(NC(=O)c2cccs2)cc1)c1ccc(I)cc1
    0.1, 5, 16, 0.4
> O=c1oc2c(Cl)cc(Cl)cc2cc1-c1nnc(Nc2ccc(F)cc2)s1
    0.0, 8, 2, 0.8
> CC1CCC(C(C)C)C(OC(=O)c2ccc3c(c2)C(=O)N(c2cccc(Cl)c2Cl)C3=O)C1 (stereo not given)
    0.1, -3, 6, -0.4
> O=C(COc1ccccc1)NNC(=O)c1cccs1
    0.6, 4, 25, -1.5

(cont.)
The line under a structure holds: FBW7 act, TEAD-YAP block, MITF primary, GPR151 activ
> CCCC(=O)N1c2ccccc2-c2nnc(SC)nc2OC1c1cccc(OC)c1 (stereo not given)
    0.3, -4, 19, -1.4
> CCOC(=O)C1C(c2cccc([N+](=O)[O-])c2)C2C(=O)NN=C2CC1(C)O (stereo not given)
    0.1, -11, 2, -0.5
> CCCCN(C)S(=O)(=O)c1cc(Br)cc2c1N(C(C)=O)CC2
    0.2, -6, 6, 0.7
> CCS(=O)(=O)Nc1ccc(S(=O)(=O)Nc2nc(C)cc(C)n2)cc1
    0.0, 0, 8, 1.4
> COc1ccc(-c2csc(-c3cc4cc(Cl)ccc4oc3=O)n2)cc1
    0.2, -9, -4, 0.6
> CCc1c2ccccc2nn1-c1ccccc1C(=O)C(C)=O
    -0.1, -4, 1, -0.4
> Cc1ccc(-c2c(C)n([O-])c3c([n+]2=O)CCCC3)o1
    -0.2, -1, 3, 0.2
> COc1ccc(/C=C/C(=O)Oc2coc(CSc3ncccn3)cc2=O)cc1OC
    0.1, 4, 22, 1.2
> O=C1NC(=O)N(c2ccc(Cl)cc2Cl)C(=O)/C1=C/c1ccc(O)c([N+](=O)[O-])c1
    0.0, 10, -8, 0.1
> CC(=O)c1ccc(OCCCC(=O)Nc2ccc3ccccc3c2)cc1
    0.0, 7, 3, 1.0
> Cc1cnc(C)c(-c2ccc3c(c2)CC(CNC(=O)CSc2ccccn2)O3)n1 (stereo not given)
    1.1, -2, 23, -0.7
> COc1ccc(-c2c(Nc3ccc(Cl)cc3)c(=O)c2=O)cc1
    0.5, -9, -8, 0.9
> COc1cccc(/C=C2\SC(N3CCCC3)=NC2=O)c1OC
    0.0, 8, 6, 0.3
> CCOC(=O)Cc1ccc(N(Cc2ccccc2)S(=O)(=O)c2ccc(C(C)(C)C)cc2)cc1
    0.1, -14, -9, 0.5
> COc1ccc([N+](=O)[O-])cc1/C=N/NC(=O)CSCc1cccc(Cl)c1
    0.3, -9, 15, -0.6
> CC(C)Nc1cc(N2CCN(S(=O)(=O)c3ccccc3)CC2)ccc1[N+](=O)[O-]
    0.0, 1, -2, -0.4
> O=C(O)CCN1C(=O)C2C3C=CC(C4CC34)C2C1=O (stereo not given)
    0.3, 3, -4, -0.3
> O=C(NCCc1ccccc1)N1CCN(Cc2nnnn2-c2cccc(F)c2)CC1
    0.0, -3, -7, 2.5
> Cc1nc2c(c(C)c1CCC(=O)NCCCN1CCCC1=O)c(=O)n(C)c(=O)n2C
    0.0, 4, 8, 0.6
> Cc1cccc(NC(=O)COc2ccc(C(C)C)cc2)c1C
    -0.1, -5, -12, 0.4

New compounds follow:
The line under a structure holds: FBW7 act, TEAD-YAP block, MITF primary, GPR151 activ
> Fc1ccccc1-c1nc(NCC2CCCO2)c2ccccc2n1 (stereo not given)
    0.1, 26, 12, -1.2
> NC(=O)C1CCN(C(=O)Cn2nc(C(c3ccccc3)c3ccccc3)oc2=O)CC1
    0.0, -12, 5, -0.3
> Cc1cccc(-c2nnc3sc(NC(=O)COc4ccccc4F)nn23)c1
    0.6, 4, 13, 2.2
> CN1C(=O)C(O)(CC(=O)/C=C/c2ccc3c(c2)OCO3)c2cc(Br)ccc21 (stereo not given)
    0.0, 12, -4, 0.4
> CCCCN1C(=O)CN(C2CCC(C)CC2)C(=O)C1c1ccc(C)cc1 (stereo not given)
    0.2, 3, 3, -0.1
> COc1ccc(S(=O)(=O)NCc2cccc(Oc3ccccc3)c2)cc1
    -0.1, -5, 11, 0.0
> CCOc1ccc(NC(=O)NCC2CC(=O)N(c3ccccc3)C2)cc1 (stereo not given)
    0.0, 15, -4, 0.6
> CCOC(=O)CSc1nc2c(sc3ccccc32)c(=O)n1Cc1ccc(OC)cc1
    0.0, -5, 9, -0.3
> O=S(=O)(c1ccc2[nH]c3nc(SCc4cccc(Br)c4)nnc3c2c1)N1CCOCC1
    0.0, 1, 1, 1.7
> CC(=O)N1CCN(CC(=O)Nc2sc3c(c2C(=O)c2ccccc2)CCCC3)CC1
    0.1, 2, 11, -1.1
> CN(C)CCOc1cc(-c2ccnc(N)n2)ccc1NC(=O)C1COc2c(F)cccc2C1 (stereo not given)
    -0.1, 2, -4, 0.3
> COc1ccc2nc(NC(=O)CSc3nnc4c5ccccc5n(Cc5ccccc5)c4n3)sc2c1
    0.0, 1, -7, -0.7
> COC(CN(C)C(=O)c1cn2ccsc2n1)OC
    1.4, -3, 27, 0.2
> COc1ccc(-c2cc(C(F)(F)F)n3nc(C(=O)NCc4cccs4)cc3n2)cc1
    0.0, -8, -13, 0.8
> Cc1c(OC(=O)C2CCCCC2)ccc2c3c(c(=O)oc12)CCC3
    0.0, 5, -13, 0.2
> CC(C)Cn1cc(C(=O)NCc2nc3ccccc3s2)c(=O)c(C(=O)NC(C)C)c1
    -0.2, 4, 4, -1.8
> CCCCOc1ccc(OC(=O)c2ccc([N+](=O)[O-])cc2)cc1
    -0.3, 3, 9, 1.3
> C=CCSc1nc2ccccc2c(=O)n1CC(=C)C
    0.2, 0, -3, -0.1
> CCOC(=O)c1cc2cccc(NS(=O)(=O)c3ccc(Cl)cc3)c2[nH]1
    0.0, 3, -1, 0.5
> CC(C)CC(NC(=O)COc1ccc(Br)cc1)C(=O)O (stereo not given)
    0.3, 5, 11, -1.2

(cont.)
Structure	FBW7 act	TEAD-YAP block	MITF primary	GPR151 activ
O=C1OC(/C=C/c2ccccc2)=NC/1=C/C=C/c1ccccc1	-0.1	-6	-2	-1.2
COc1ccccc1C(=O)NCCn1cc(SCC(=O)Nc2ccccc2F)c2ccccc21	0.2	1	14	-0.1
COc1ccc(C(=O)N2CC(=O)Nc3ccc(C)cc3C2c2ccccc2)cc1OC (stereo not given)	-0.1	18	-1	0.9
Cc1ccc(C(=O)Nc2cc(-c3nc4ccccc4o3)ccc2Cl)cc1[N+](=O)[O-]	0.0	0	6	-1.0
COc1ccc(C2C(C(=O)N3CCCCCC3)c3ccccc3C(=O)N2c2ccc(OC)cc2)cc1 (stereo not given)	0.3	-1	27	0.1
Cc1nc2c(ccc3nc(NC(=O)/C=C/c4ccc([N+](=O)[O-])cc4)sc32)s1	-0.5	-4	0	0.6
O=C(CSc1ccc2ccccc2c1)Nc1ccc([N+](=O)[O-])cc1O	0.0	2	-5	-0.3
CC(C)Oc1ccc(C(=O)NNC(=O)c2ccncc2)cc1	0.1	-12	-8	-1.0
CCc1ccccc1-n1c(C)cc(/C=N/n2cnnc2)c1C	-0.1	0	6	0.7
COc1ccccc1C1(NC(=O)Cc2nonc2C)CCCC1	0.2	5	5	1.6

Further compounds follow.
Structure	FBW7 act	TEAD-YAP block	MITF primary	GPR151 activ
COc1ccc(NCc2cc3cccc4c3n(c2=O)CCC4)cc1	0.3	1	3	-0.8
COc1ccc(-c2cc3ccccc3nc2N)cc1OC	0.2	-1	-2	0.5
Nc1c(C(=O)NCc2ccc(Cl)cc2)nnn1-c1ccc(OC(F)(F)F)cc1	-0.1	-16	-6	-0.3
CCc1ccccc1NC(=O)CN(c1cc(C)cc(C)c1)S(=O)(=O)c1c(C)noc1C	-0.1	-3	0	-0.9
N#C/C(=C/c1ccccc1C(F)(F)F)c1nn(CCO)c(N)c1C#N	-0.1	-1	-5	-0.3
COc1ccc(C2CC(c3cccs3)=NN2C(=O)CSc2nnc(CNC(=O)c3ccccc3)n2-c2ccc(F)cc2)cc1 (stereo not given)	0.1	6	21	-1.1
CCCCNC(=S)N(C)/N=C/c1cccc([N+](=O)[O-])c1	-0.2	-4	8	1.0
CCc1ccc(NC(=O)CN2C(=O)C(C)(C)Oc3ccc(C(=O)NC4CCCC4)cc32)cc1	0.0	-2	9	1.2
COc1ccccc1/C=C1\N=C(c2ccco2)OC1=O	-0.2	3	-14	0.3
COc1cc(OC)cc(-c2nc(-c3ccc(I)cc3)no2)c1	-0.1	-1	-4	1.4

(next part)
Structure	FBW7 act	TEAD-YAP block	MITF primary	GPR151 activ
CCOCCCn1c(SCC(=O)/C(C#N)=C(\C)N)nc2ccccc2c1=O	-0.1	0	-5	-0.5
O=C(Nc1nnc(-c2cccnc2)s1)c1ccccc1F	0.0	4	1	0.5
COc1ccccc1/C=C/C(=O)NCC(=O)N/N=C/c1cccc(Br)c1	0.3	3	-5	1.0
CCOc1ccc(-c2nc(S(=O)(=O)c3ccccc3)c(N3CCOCC3)o2)cc1	0.2	-12	0	1.6
O=c1c2ccccc2[nH]c(=S)n1Cc1ccccn1	0.0	-2	2	2.3
COc1ccc(-c2nc3n(n2)C(c2ccccn2)C(C(=O)Nc2cccnc2)=C(C)N3)cc1 (stereo not given)	0.0	-8	3	0.0
CC1=C(C(=O)Nc2ccccc2C)C(c2ccccc2F)n2ncnc2N1 (stereo not given)	1.2	0	17	0.4
CCOC(=O)N1CCN(Cc2cn3ccccc3n2)CC1	-0.1	3	61*	0.7
Cc1cccc(NC(=O)c2cc(=O)c3ccccc3o2)c1C	0.0	-41	3	0.7
Cc1cc(N)nc(Nc2nccc3ccccc23)n1	0.0	-13	0	-0.3

Exported field by field: 4 of the compounds above
Cc1cc(N)nc(Nc2nccc3ccccc23)n1
  FBW7 act: 0.0	TEAD-YAP block: -13	MITF primary: 0	GPR151 activ: -0.3

CCOC(=O)N1CCN(Cc2cn3ccccc3n2)CC1
  FBW7 act: -0.1	TEAD-YAP block: 3	MITF primary: 61*	GPR151 activ: 0.7

CC1=C(C(=O)Nc2ccccc2C)C(c2ccccc2F)n2ncnc2N1 (stereo not given)
  FBW7 act: 1.2	TEAD-YAP block: 0	MITF primary: 17	GPR151 activ: 0.4

COc1ccccc1/C=C/C(=O)NCC(=O)N/N=C/c1cccc(Br)c1
  FBW7 act: 0.3	TEAD-YAP block: 3	MITF primary: -5	GPR151 activ: 1.0

The results go on.
Structure	FBW7 act	TEAD-YAP block	MITF primary	GPR151 activ
CCn1c(=O)n(CC)c2cc(S(=O)(=O)N3CCC(c4ccccc4)CC3)ccc21	0.1	-6	-2	0.9
CCCCNC(=O)CSc1nc2n[nH]c(C)c2c(=N)n1-c1ccccc1CC	-0.2	-22	-6	5.9*
CC(=O)c1cc(C)ccc1OC(=O)c1ccccc1[N+](=O)[O-]	-0.1	8	6	0.9
COc1ccc(N2C(=O)C(Cl)=C(Nc3cccc(O)c3)C2=O)cc1	-0.1	0	-4	-0.3
O=C1CCCN1CCCNc1nc2ncnc(NCc3ccccc3)c2[nH]1	-0.1	5	7	1.4
CCC(c1nnnn1Cc1ccc(F)cc1)N1CCN(c2ccc([N+](=O)[O-])cc2)CC1 (stereo not given)	-0.1	7	-1	0.0
O=C(Nc1cccc(-c2ccco2)c1)C1CCN(C(=O)[C@@H]2C[C@@H]3C=C[C@H]2C3)CC1	-0.1	-2	5	-0.6
O=C(Nc1ccc2c(c1)C(=O)N(c1ccc(Oc3ccc(Cl)cc3)cc1)C2=O)c1ccc(Br)cc1	0.1	2	9	0.7
O=C(CNc1cccc2ccccc12)N/N=C/c1ccc(O)c([N+](=O)[O-])c1	0.0	1	-5	-0.2

Compound activity (PubChem)

Compounds as they come; overall some 3.4% were active at least once.
